Screening results as filed in PubChem.
LAP4 TOR yeast: modulators of LAP4-GFP expression in yeast, primary screen, S. cerevisiae, multiplex flow cytometry, MLPCN library; 0.34% of 320,000 active; 3 h; median GFP as percent of DMSO wells; GFP response vs DMSO, % at 10 µM;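 active means GFP response vs DMSO above a set limit, about the screen mean plus 3 SD, cut at about 150% in these data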
Efflux pump inh: inhibitors of Candida efflux pumps in yeast, primary screen, S. cerevisiae, Nile Red, multiplex; inhibition, % at 10 µM; 0.44% of 330,000 active; S. cerevisiae Candida pump triplex;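 active means plate passing quality check with inhibition over a set limit, or well fluorescence over plate mean plus 4 SD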;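 further: Nile Red retained in pooled yeast measured as flow cytometry median fluorescence; 0% = buffer negative control and 100% = Enniatin B positive control; higher means more Nile Red kept so more efflux inhibition; some compounds called inactive have numbers as strong as hits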
MEP2 TOR yeast: modulators of MEP2-GFP levels in yeast, primary screen, S. cerevisiae, multiplex flow cytometry, MLPCN library. S. cerevisiae MEP2-GFP strain, 3 h; 100% = DMSO control level. GFP response vs DMSO, % at 10 µM. 0.51% of 330,000 active;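 active means GFP response versus DMSO above a set limit, roughly screen mean plus 3 SD, cut at about 180% in these data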;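 further: median GFP fluorescence of the barcode-gated MEP2-GFP cells per well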
RPL19A-GFP yeast: RPL19A-GFP expression modulators in yeast, primary screen, cell-based, S. cerevisiae, multiplex flow cytometry, MLPCN; 0.3% of 330,000 active; S. cerevisiae RPL19A-GFP strain, 3 h; hits give low values; percent response vs DMSO, % at 10 µM;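 active means percent response vs DMSO below 50%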;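 further: median channel GFP fluorescence of the barcoded RPL19A-GFP strain; ratio of sample median GFP to plate DMSO average so 100% = DMSO; lower means less RPL19A-GFP as with rapamycin TOR inhibition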
CIT2-GFP yeast: modulators of CIT2-GFP expression in yeast, primary screen, S. cerevisiae, GFP fusion, multiplex flow cytometry, MLPCN library | AID 2029, 2009 | 0.065% of 320,000 active | S. cerevisiae CIT2-GFP strain, 3 h; 100 means same as DMSO wells | GFP response vs DMSO, % at 10 µM;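 active means GFP response relative to DMSO above a set limit, near the screen mean plus 3 SD, cut at about 150% in these data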;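 further: ratio of well median GFP fluorescence to mean of DMSO wells on the plate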
AGP1-GFP MLPCN: modulators of AGP1-GFP expression in yeast TOR pathway, primary screen, cell-based, multiplex flow cytometry, S. cerevisiae, MLPCN library; 3 h; GFP as percent of DMSO wells; GFP response vs DMSO, % at 10 µM; 0.02% of 320,000 active;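 active means GFP response relative to DMSO above a set limit, near screen average plus 3 SD, cut at about 150% in these data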;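 further: median GFP channel fluorescence of the gated AGP1 strain per well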
AHR activator: AHR activators, primary screen, cell-based, luminescence, luciferase reporter, human; Aryl hydrocarbon receptor (Homo sapiens), P35869; AHR-responsive luciferase reporter cells; activation, % at 5 µM; 2.5% of 320,000 active; AID 2796, 2010; in the data active means activation above about 47%;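 further: 0% = vehicle wells and 100% = reference agonist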
Target sequence (P35869 whole entry, looked up): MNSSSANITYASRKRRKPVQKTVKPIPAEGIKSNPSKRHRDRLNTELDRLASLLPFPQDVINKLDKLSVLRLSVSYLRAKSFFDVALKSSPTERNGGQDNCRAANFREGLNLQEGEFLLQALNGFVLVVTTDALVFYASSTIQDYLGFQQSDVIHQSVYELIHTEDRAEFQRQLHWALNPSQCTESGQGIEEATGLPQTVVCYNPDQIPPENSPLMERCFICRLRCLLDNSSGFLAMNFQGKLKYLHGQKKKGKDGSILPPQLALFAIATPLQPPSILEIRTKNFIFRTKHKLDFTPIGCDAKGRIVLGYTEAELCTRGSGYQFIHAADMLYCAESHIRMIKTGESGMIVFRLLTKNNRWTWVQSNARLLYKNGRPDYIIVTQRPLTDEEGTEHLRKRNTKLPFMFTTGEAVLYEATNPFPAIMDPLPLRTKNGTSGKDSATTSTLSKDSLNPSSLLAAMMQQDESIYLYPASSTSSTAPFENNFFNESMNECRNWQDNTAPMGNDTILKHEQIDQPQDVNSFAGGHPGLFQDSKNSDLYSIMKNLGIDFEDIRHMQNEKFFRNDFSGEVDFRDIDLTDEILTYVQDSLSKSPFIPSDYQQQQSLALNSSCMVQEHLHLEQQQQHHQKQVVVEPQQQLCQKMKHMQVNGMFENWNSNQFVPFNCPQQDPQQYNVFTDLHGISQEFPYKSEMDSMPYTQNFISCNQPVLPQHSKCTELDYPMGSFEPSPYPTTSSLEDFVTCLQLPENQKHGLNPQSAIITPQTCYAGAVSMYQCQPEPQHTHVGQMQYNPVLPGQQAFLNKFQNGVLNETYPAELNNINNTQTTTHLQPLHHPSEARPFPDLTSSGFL
CR mimetic SO: reduction of superoxide in aged yeast, primary screen, HTS; S. cerevisiae aged cells, superoxide DHE fluorescence; hits give low values; superoxide response (% of plate mean), % at 10 µM; 0.18% of 330,000 active; AID 2690, 2010;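 active means superoxide response under a set limit, about three screen SD below normal, cut at about 65% in these data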;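 further: yeast aged for seven days with compound at 30 °C before DHE staining; 100% = average MFI of all compound-treated wells on the plate with controls excluded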
The depositor's hits bear a star; . = not tested or not shown; [ ] = another dose, or the depositor's remark.

Screens in order – LAP4 TOR yeast	AHR activator	Efflux pump inh	CR mimetic SO	MEP2 TOR yeast	RPL19A-GFP yeast	CIT2-GFP yeast	AGP1-GFP MLPCN
CCOC(=O)c1cn2nc(Oc3cccc(C(F)(F)F)c3)ccc2n1
→ 106	0	-0.1	115	94	95	100	101
CCOC(=O)c1c(C)[nH]c(N=Nc2cccc(OC)c2)c1C
→ 99	7	-0.1	87	103	94	106	102
COc1cccc(CNc2ccc(C)c(Cl)c2)c1
→ 101	15	-0.1	103	95	100	93	93
COc1cc(CNC(C)(C)C)cc(Br)c1OCc1cccs1
→ 88	0	0.0	84	96	101	96	97
CN(C)c1ccc(C(=O)NCc2ccc3c(c2)CCO3)cc1
→ 112	2	0.0	94	96	95	88	106
O=S(=O)(NCc1ccc2c(c1)OCO2)c1cccc2cccnc12
→ 109	4	0.2	117	103	100	96	104
CCOc1ccccc1NC(=O)CSc1nc2ccccc2nc1N1CCCC1
→ 109	13	0.1	106	101	96	98	96
CCc1cccc(NC(=S)N(CCOC)C(C)c2ccco2)c1 (stereo not drawn)
→ 108	2	0.8	97	111	109	100	104
COc1ccc(OC)c(NC(=O)c2cccc(S(=O)(=O)N(Cc3ccccc3)c3ccccc3OC)c2)c1
→ 95	4	-0.1	98	98	101	94	97
Cc1cc(C)nc(NC(=O)CSc2nn(-c3ccccc3)c(=S)s2)n1
→ 113	2	0.0	107	101	100	96	109
N#CCN1C(=S)N=C(Nc2cccc(Cl)c2)C12CCCCC2
→ 89	15	0.3	88	100	101	93	91
O=C(Nc1ccc(NS(=O)(=O)c2ccccc2)cc1)c1cccnc1
→ 88	8	-0.1	96	83	90	94	92
COc1ccccc1Nc1nc2ccccc2n1C
→ 94	4	-0.1	109	100	97	96	97
COC(=O)c1c(NC(=O)c2ccco2)sc2c1CCC2
→ 112	6	0.1	113	113	108	108	108
O=C(NNC(=S)NC(=O)c1cn(-c2ccccc2)nc1-c1ccccc1)c1ccncc1
→ 159*	12	-0.2	167	119	92	99	85
COc1ccc(N=C2SC(C(=O)O)CC(=O)N2C)cc1 (stereo not drawn)
→ 99	2	0.1	109	102	96	96	98
CCOc1cc(C(=S)N2CCOCC2)ccc1OC(=O)c1cccc(C)c1
→ 89	0	-0.1	91	102	99	95	100
Cc1cccc(NC(=O)CNC(=O)c2sc3ccccc3c2Cl)n1
→ 100	27	0.0	102	99	96	85	94
CC(Oc1ccccc1)C(=O)Nc1ccc(S(=O)(=O)N2CCOCC2)cc1 (stereo not drawn)
→ 104	0	0.0	107	104	103	101	107
CC(C1CC1)N(C(=O)NC1CCS(=O)(=O)C1)c1ccccc1 (stereo not drawn)
→ 93	0	0.1	96	89	92	94	92
Cc1cc(C(F)(F)F)cc(NNC(=O)NC(=O)c2c(F)cccc2Cl)n1
→ 102	0	0.1	102	93	93	92	102
O=C1C=CN2CCOCC2C1 (stereo not drawn)
→ 88	1	-0.1	101	90	93	98	94
CCC(c1nnc(SCC(=O)NCCc2ccc(Cl)cc2Cl)o1)N(C)C (stereo not drawn)
→ 114	1	0.1	96	102	99	94	99
COc1ccc(C2NC(=S)NC(C)=C2C(=O)N2CCOCC2)cc1 (stereo not drawn)
→ 99	4	0.3	108	94	96	95	97
COC(=O)c1sccc1NC(=O)c1csc2c1CCCC2
→ 123	3	0.0	81	100	98	98	109
Cc1cc(S(=O)(=O)NCc2ccccc2)ccc1OCC(=O)N1CCOCC1
→ 100	1	-0.1	98	94	94	89	104
Cn1ncc(C#N)c1/N=C/N1CCCCCC1
→ 103	-1	0.0	107	92	92	.	99
CCC(C)c1ccc(OCc2ccc(C(=O)OC)o2)cc1 (stereo not drawn)
→ 101	2	0.1	101	95	100	96	102
O=C(NNC(=O)c1ccccc1Cl)c1cccs1
→ 95	1	0.0	108	93	97	91	94
Cc1ccc(N2C(=O)c3ccccc3C2Nc2ccc(S(=O)(=O)N3CCOCC3)cc2)nc1 (stereo not drawn)
→ 96	2	-0.1	78	98	99	98	97
COCCNC(=O)C1CCCN(S(=O)(=O)c2c(C)noc2/C=C/c2cccs2)C1 (stereo not drawn)
→ 104	-1	-0.1	106	100	99	95	103
Cc1cccc(Cn2c(O)c(N=NC(=S)Nc3ccccc3F)c3ccccc32)c1
→ 97	2	0.0	84	107	104	97	100
CSCCC(NC(=O)c1ccccc1Cl)C(=O)N(C)Cc1cccs1 (stereo not drawn)
→ 97	-1	5.5*	127	99	99	90	99
CCCCN(C)CCCNC(=O)/C=C1\Sc2ccccc2NC1=O
→ 98	11	0.0	100	105	97	101	103
O=C(CN1C(=O)CSc2ccccc21)NCCC1=CCCCC1
→ 100	-1	0.3	106	93	98	89	94
O=C(CN1C(=O)C2CC=CCC2C1=O)NC1CCCCC1 (stereo not drawn)
→ 97	2	-0.3	99	101	104	97	111
COc1ccc(S(=O)(=O)N2CCN(c3ncnc4c(-c5ccccc5)nsc34)CC2)cc1
→ 103	4	0.3	105	101	98	95	104
O=c1cc(NS(=O)(=O)c2ccccc2)nc(SCc2ccccc2Cl)[nH]1
→ 108	3	0.0	96	113	107	106	103
O=C(COC(=O)CC12CC3CC(CC(C3)C1)C2)Nc1ncc(Cl)cc1Cl
→ 95	3	0.3	98	99	97	94	97
Cc1cc(Br)cc(C)c1OCC(=O)NNC(=O)CCC(=O)NCc1ccccc1
→ 90	0	0.1	108	91	91	97	89

Entries listed above marked active in LAP4 TOR yeast:
Compound	LAP4 TOR yeast	AHR activator	Efflux pump inh	MEP2 TOR yeast	RPL19A-GFP yeast	CIT2-GFP yeast	AGP1-GFP MLPCN
O=C(NNC(=S)NC(=O)c1cn(-c2ccccc2)nc1-c1ccccc1)c1ccncc1	159*	12	-0.2	119	92	99	85

Carrying on:
Screens in order – LAP4 TOR yeast	AHR activator	Efflux pump inh	CR mimetic SO	MEP2 TOR yeast	RPL19A-GFP yeast	CIT2-GFP yeast	AGP1-GFP MLPCN
Cc1cccc(OCC(=O)O/N=C(\N)c2ccccn2)c1C
→ 111	2	0.0	104	102	101	88	95
O=C(Nc1cccnc1)c1cc(F)cc(F)c1
→ 97	12	-0.1	89	100	101	101	102
O=C(CCCc1ccccc1)N=C1SC2CS(=O)(=O)CC2N1c1ccccc1F (stereo not drawn)
→ 118	0	0.0	100	114	99	104	104
CC(C)(C)c1ccc(CN2N=Nc3ccccc3S2(=O)=O)cc1
→ 124	2	0.1	96	83	96	91	77
CCOc1ccc(CNC23CN4CN(CN(C4)C2)C3)cc1
→ 94	-2	-0.1	97	100	100	102	99
O=C(OCCN1CCN(C2=NS(=O)(=O)c3ccccc32)CC1)c1cccc(Br)c1
→ 89	3	-6.5	94	97	95	101	92
O=c1[nH]cnc2c1sc1nc(-c3ccccc3)c3c(c12)CCCC3
→ 91	5	0.2	117	103	98	101	90
COc1cccc(NC(=O)C(Cc2ccccc2)NC(=O)C2CCC(C)CC2)c1 (stereo not drawn)
→ 91	17	0.0	106	101	106	98	96
COc1cccc(-c2cc(C(=O)N3CCN(S(=O)(=O)c4ccc(Br)cc4)CC3)[nH]n2)c1
→ 98	1	-0.1	112	98	100	101	98
CCN(CC)C(=O)CSc1nnc(CNc2ccc(F)cc2)n1-c1ccccc1
→ 100	0	0.2	113	95	96	96	100
CCOC(CNC(=O)c1ccc(CNC(=O)c2ccc(OC)c(OC)c2)cc1)OCC
→ 97	1	0.2	96	103	100	105	101
C=CCSC1=N/C(=C\c2cc(OCC)c(OC(C)=O)c([N+](=O)[O-])c2)C(=O)S1
→ 90	2	0.0	117	97	102	103	98
C=CCN(C(=O)CSc1nc2[nH]ncc2c(=O)n1-c1ccccc1OC)c1ccccc1
→ 105	0	0.1	134	101	95	99	100
NS(=O)(=O)c1ccc(NC(=S)N2CCN(c3ccccc3Cl)CC2)cc1
→ 102	-3	0.0	101	108	102	98	99
Cc1ccc(CN(C)C(=O)c2ccccc2Oc2ccccc2)o1
→ 117	-2	0.1	91	101	97	98	99
O=C(CCNC(=O)c1ccccc1)OCC(=O)c1ccccc1
→ 93	-1	0.0	119	90	114	97	98
S=C(Nc1ccccn1)NC1CCCC1
→ 123	2	0.0	78	112	106	101	106
COc1ccc(S(=O)(=O)N(C)c2ccc(C(=O)N3CCN(c4ccccc4)CC3)cc2)cc1OC
→ 95[may fluoresce green]	2	3.6	92	105[may fluoresce green]	109[may fluoresce green]	100[may fluoresce green]	102[may fluoresce green]
Cc1nn(C(C)C(=O)NNC(=S)Nc2ccc(Cl)cc2)c(C)c1[N+](=O)[O-] (stereo not drawn)
→ 101	0	-0.2	89	103	100	100	102
COc1ccccc1C1CCN(c2cc(O)ccc2[N+](=O)[O-])CC1
→ 116	-1	0.0	120	109	99	94	94
COc1ccc(CC(C)Nc2cccc(SC)c2)cc1 (stereo not drawn)
→ 96	.	0.0	89	112	103	105	100
C[C@@H](NC(=O)[C@@H]1Cc2ccccc2CN1C(=O)OC(C)(C)C)C(=O)NC1CCCC1
→ 89	-1	0.1	110	100	99	97	98
COC(=O)c1ccccc1NC(=O)NC1CCN(Cc2ccccc2)CC1
→ 96	-2	0.0	143	100	96	90	93
CCOC(=O)C1C(=O)NC(c2ccccc2)=NC1c1ccc(Cl)cc1 (stereo not drawn)
→ 99	0	-0.1	86	101	94	101	91
CCOC(=O)c1ccc(NC(=O)CN2C(=O)CNC2=O)cc1
→ 109	6	3.6	106	110	105	101	106
COC(=O)c1ccc(C(=O)OC)c(NC(=O)C2CCCO2)c1 (stereo not drawn)
→ 91	0	-0.1	104	105	107	97	96
COc1ccc(N(CCCN2C(=O)c3cccc4cccc(c34)C2=O)C(=O)c2ccncc2)cc1
→ 96	76*	0.2	110	96	91	.	95
O=C(NCc1ccc2c(c1)OCO2)C1CCCN1C(=O)Nc1cccc(F)c1 (stereo not drawn)
→ 95	7	-0.2	91	101	96	99	107
COc1ccc(N2CCN(C(=O)CNS(=O)(=O)c3ccc(C)c(C)c3)CC2)cc1
→ 95	3	0.0	117	100	92	86	94
Nc1nc(C2CC(=O)OC23CCCCC3)cs1 (stereo not drawn)
→ 95	5	0.0	108	98	100	107	102
Cc1[nH]c2ccc(C(=O)NC3CCC(C)CC3)cc2c1C (stereo not drawn)
→ 95	8	-0.1	95	110	100	101	99
COc1ccc(C[C@H]2CN3C(=NC[C@@H]3Cc3ccccc3)N2CCNC(=O)CCC2CCCCC2)cc1
→ 127	-1	0.1	107	100	103	116	94
COc1ccc(/C(C)=N/NC(=O)c2ccccc2N)cc1
→ 96	11	0.0	93	95	97	103	96
Cc1ccc2nc(C)cc(C(=O)N/N=C/c3ccncc3)c2c1
→ 95	28	0.1	95	99	98	99	95
Cc1ccsc1/C=N/n1c(-c2ccccn2)n[nH]c1=S
→ 105	51*	-0.2	80	135	106	110	101
CCCCC(=O)NC(NC(=S)N1CCOCC1)C(Cl)(Cl)Cl (stereo not drawn)
→ 90	-1	0.1	103	97	93	84	94
COC(=O)C(O)(CC(=O)Nc1ccc(C)c(F)c1)C(F)(F)F (stereo not drawn)
→ 96	0	-0.1	95	112	100	99	111
COc1ccc(C(=O)Nc2cc(OC)nc(OC)n2)cc1
→ 115	9	0.0	103	110	103	108	.
CN1CCN(S(=O)(=O)c2ccc(N(C)Cc3ccc(OC(F)F)cc3)c([N+](=O)[O-])c2)CC1
→ 104	1	0.3	125	94	91	83	99
Cc1ccc(-n2nc(CC#N)c(C#N)c2N)cc1Cl
→ 89	68*	0.1	93	87	98	98	90
CCC(CC)C(=O)NCCCN1CCOCC1
→ 95	2	0.0	105	103	106	101	104
CC1(C)C(=O)Nc2ccccc2N1C(=O)COC(=O)Cn1cnc2ccccc2c1=O
→ 99	2	-0.2	100	103	97	97	97
